HCMV inh: blocks human cytomegalovirus replication; HFF cells, HCMV-luciferase reporter, 72 h; hits give low values; activity change, negative = inhibition, % at 57.5 µM; 4.5% of 410,000 active; in the data active means activity change below about -60%; inconclusive means no clear call, values can overlap the other calls; inactive means above about -39%
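Luciferase read-out from HCMV-luciferase-infected HFFs (MOI 1 PFU/cell) 72 h post infection at 37C; compounds added after 16 h cell attachment; activity normalized between buffer-only basal and Salinomycin (10uM) inhibitor controls.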
* hit, by the source's call; ? = inconclusive. On the % scale 0 is the no-effect control and ±100 the full control effect. Only part of the results is shown; count on the stated rates, not on these rows.

smiles,HCMV inh
CCC[C@H]1CN(c2ccc(OC)cc2)C(=O)[C@@H]1CC(=O)Nc1ccccc1,-21
CC(=O)Oc1ccc(Cn2c(C)c(C(=O)NC3CC3)sc2=O)cc1,105
Cc1ccccc1C(=O)N(C)[C@H]1C[C@H]2c3[nH]c4ccccc4c3CCN2C[C@H]1[C@H](C)O,72
COC(=O)[C@@]12C[C@@H](CC(=O)N3CCSCC3)C(=O)N(Cc3ccccc3)C1=CCC(C)(C)C2,?
CN(Cc1ccc(Cl)c(Cl)c1)C(C(=O)NCc1ccccc1)c1ccc(C(F)(F)F)cc1 (stereo not drawn),?
C[C@@H]1CN([C@H](C)CO)S(=O)(=O)c2ccc(C#Cc3cccc(F)c3)cc2O[C@@H]1CN(C)C(=O)CN1CCOCC1,-17
CC1(C(=O)NS(=O)(=O)c2ccccc2Cl)CCN1C(=O)CCc1ccccc1 (stereo not drawn),3
COC(=O)C1=C(C)N(Cc2ccc(C(F)(F)F)cc2)C(=NCc2ccc3c(c2)OCO3)NC1c1ccccc1 (stereo not drawn),-100*
O=C1NC(=O)C2(CCCc3c([N+](=O)[O-])cccc32)N1 (stereo not drawn),3
CN(C)CCNC(=O)c1cccc(-c2cnc3c(NC=O)cc(-c4ccc(F)cc4)cn23)c1,?
O=C(Cc1ccc(NC(=O)C2CCCN(C(=O)c3ccccc3)C2)cc1)Nc1cccc(C(=O)N2CCCCC2)c1 (stereo not drawn),-25
Cc1nc(SCC(=O)Nc2ccccc2C(F)(F)F)c2c(=O)n(C)c(=O)n(C)c2n1,75
C[C@@H]1CN([C@@H](C)CO)S(=O)(=O)c2ccc(Br)cc2O[C@@H]1CN(C)Cc1cccnc1,4
COc1cc(C(=O)N2CCCC(c3cc(C(=O)NCc4ccc(F)cc4)no3)C2)cc(OC)c1C (stereo not drawn),-19
CC(C)C[C@H]1COc2cccc(N3CCCC3)c2S(=O)(=O)N1,4
C(=C\c1ccccc1)/CN1CCN(C(c2nnnn2-c2ccc3c(c2)OCCO3)C2CC2)CC1 (stereo not drawn),-20
COc1ccccc1N1CCN(C(=O)CN(C)S(=O)(=O)c2ccc(C)cc2)CC1,1
CCOC(=O)c1ccc(NC(=O)c2nc[nH]c2C(=O)NC[C@H](C)O)cc1,-16
O=C(NCc1ccc2c(c1)OCO2)c1[nH]c(C(F)(F)F)nc1-c1ccccc1,-16
CN1CCN(c2nccc3[nH]c(-c4cccc(F)c4)nc23)CC1,-2
CC(CC(=O)c1ccccc1)=NCCCN=C(C)CC(=O)c1ccccc1,-15
NC(Cc1ccc(Cl)cc1)c1csc(Nc2ccc(C(=O)c3ccccc3)cc2)n1 (stereo not drawn),6
CC(=O)Nc1cccc(-c2ccnc3c2CC(C(=O)Nc2ccc(C(C)C)cc2)O3)c1 (stereo not drawn),-15
CN(C)c1cccc(C(=O)N[C@H]2CC[C@@]34CCCN3C(=O)CCC[C@H]4[C@H]2Cc2ccccc2)c1,-12
Cc1cccc(C)c1-n1nnnc1SCc1nc(N)nc(N(C)C)n1,-14
COc1cc(OC)cc(C2=Cc3ccccc3C(CC(C)=O)N2c2ccc(C#CCCO)cc2)c1 (stereo not drawn),37
C=CCOC(=O)N1CCC2CC1c1c(-c3ccc(C(F)(F)F)cc3)cccc12 (stereo not drawn),-15
O=C(CCNS(=O)(=O)c1ccccc1)OCc1ccc([N+](=O)[O-])cc1,22
S=C1NCCOc2ccccc21,-5
Cn1nccc1-c1ccc(C(=O)Nc2cccc(NS(C)(=O)=O)c2)c2occc12,225
COc1ccc(NC(=O)N2C[C@H]3CON(C)[C@H]3C[C@H]2c2ccc(N3CCCCC3)cc2)cc1,19
NC(=S)NN=Cc1cc(-c2cccc(N)c2)ccn1,-100*
O=C1NCCc2onc(-c3ccc(Br)cc3)c21,-8
C[C@@H]1CN([C@@H](C)CO)C(=O)CCCn2cc(nn2)CO[C@H]1CN(C)S(C)(=O)=O,17
CCCS(=O)(=O)NC(=O)C1(C)CCN(C(=O)COc2ccc(Cl)cc2Cl)C1 (stereo not drawn),?
Cc1cc(C)n2nc(C(=O)OCC(=O)Nc3ccc(Cl)cc3)nc2n1,13
CCCN(C)C[C@H]1Oc2cc(C#Cc3ccc(F)cc3)ccc2S(=O)(=O)N([C@H](C)CO)C[C@@H]1C,35
O=C(Cn1cc(COc2ccc(Cl)c(Cl)c2)nn1)NS(=O)(=O)c1ccccc1C(F)(F)F,-13
CCOC(=O)c1c(-c2ccc(OC)cc2)oc2c1C(OC(C)=O)CCC2 (stereo not drawn),13
O=C(NCc1ccccc1)C1C(=O)Nc2ccccc2C(=O)N1c1ccc2c(c1)OCCO2 (stereo not drawn),24

20 entries already listed, ordered by count of non-hydrogen atoms, smallest number first.
smiles,HCMV inh
S=C1NCCOc2ccccc21,-5
O=C1NCCc2onc(-c3ccc(Br)cc3)c21,-8
NC(=S)NN=Cc1cc(-c2cccc(N)c2)ccn1,-100*
CC(C)C[C@H]1COc2cccc(N3CCCC3)c2S(=O)(=O)N1,4
CN1CCN(c2nccc3[nH]c(-c4cccc(F)c4)nc23)CC1,-2
CC(=O)Oc1ccc(Cn2c(C)c(C(=O)NC3CC3)sc2=O)cc1,105
Cc1cccc(C)c1-n1nnnc1SCc1nc(N)nc(N(C)C)n1,-14
CCOC(=O)c1c(-c2ccc(OC)cc2)oc2c1C(OC(C)=O)CCC2 (stereo not drawn),13
CCC[C@H]1CN(c2ccc(OC)cc2)C(=O)[C@@H]1CC(=O)Nc1ccccc1,-21
O=C(NCc1ccc2c(c1)OCO2)c1[nH]c(C(F)(F)F)nc1-c1ccccc1,-16
COc1ccccc1N1CCN(C(=O)CN(C)S(=O)(=O)c2ccc(C)cc2)CC1,1
C[C@@H]1CN([C@@H](C)CO)S(=O)(=O)c2ccc(Br)cc2O[C@@H]1CN(C)Cc1cccnc1,4
CC(=O)Nc1cccc(-c2ccnc3c2CC(C(=O)Nc2ccc(C(C)C)cc2)O3)c1 (stereo not drawn),-15
O=C(Cn1cc(COc2ccc(Cl)c(Cl)c2)nn1)NS(=O)(=O)c1ccccc1C(F)(F)F,-13
COC(=O)[C@@]12C[C@@H](CC(=O)N3CCSCC3)C(=O)N(Cc3ccccc3)C1=CCC(C)(C)C2,?
CCCN(C)C[C@H]1Oc2cc(C#Cc3ccc(F)cc3)ccc2S(=O)(=O)N([C@H](C)CO)C[C@@H]1C,35
COc1cc(OC)cc(C2=Cc3ccccc3C(CC(C)=O)N2c2ccc(C#CCCO)cc2)c1 (stereo not drawn),37
COC(=O)C1=C(C)N(Cc2ccc(C(F)(F)F)cc2)C(=NCc2ccc3c(c2)OCO3)NC1c1ccccc1 (stereo not drawn),-100*
C[C@@H]1CN([C@H](C)CO)S(=O)(=O)c2ccc(C#Cc3cccc(F)c3)cc2O[C@@H]1CN(C)C(=O)CN1CCOCC1,-17
O=C(Cc1ccc(NC(=O)C2CCCN(C(=O)c3ccccc3)C2)cc1)Nc1cccc(C(=O)N2CCCCC2)c1 (stereo not drawn),-25

Continuation:
smiles,HCMV inh
O=C1CCN(C(=O)Cc2ccccc2)c2ccccc21,-35
CCOC(=O)C1=CCN(S(=O)(=O)c2ccc([N+](=O)[O-])cc2)C1c1ccc(C)cc1 (stereo not drawn),2
O=C(O)c1ccccc1-c1ccc([N+](=O)[O-])cc1Cl,-13
CN(C)c1ccc(-c2ccnc3c2CC(C)(C(=O)NCc2cccs2)O3)cc1 (stereo not drawn),-33
CCOc1ccc(NC(=O)c2ccc3c(c2)S(=O)(=O)N=C2CCCCCN23)cc1,6
CN1OC[C@@H]2CN(C(=O)C(C)(C)C)[C@H](c3ccc(-c4cc5ccccc5o4)cc3)C[C@@H]21,11
COc1ccc(OC)c(CCNc2nc3cnc(-c4cccc(Oc5ccccc5)c4)cc3n2C)c1,-31
CCOC(=O)C1=CCN(S(=O)(=O)c2ccccc2)C1c1ccc(Cl)cc1 (stereo not drawn),-3
O=C(NCc1ccc(Cl)c(Cl)c1)c1cc(C2CCCCN2C(=O)c2cccs2)on1 (stereo not drawn),-2
COc1cccc(C#Cc2cnc3c(c2)C(=O)N([C@@H](C)CO)C[C@H](C)[C@H](CN(C)C(=O)C2CCC2)O3)c1,1

Part of the list above, with each value named.
> CCOC(=O)c1ccc(NC(=O)c2nc[nH]c2C(=O)NC[C@H](C)O)cc1
  HCMV inh: -16
> O=C(NCc1ccc2c(c1)OCO2)c1[nH]c(C(F)(F)F)nc1-c1ccccc1
  HCMV inh: -16

The listing continues:
smiles,HCMV inh
CCc1c(-c2ccc(Cl)cc2)ncn1CCc1ccccc1OC,-23
COc1ccccc1N1CC(C(=O)OCC(=O)c2c(N)n(C)c(=O)n(C)c2=O)CC1=O (stereo not drawn),0
COc1cccc(C(C)(O)c2nc(-c3ccccc3)cs2)c1 (stereo not drawn),?
C[C@H]1CN([C@@H](C)CO)C(=O)CCCn2nncc2CO[C@H]1CN(C)C(=O)Oc1ccc2ccccc2c1,-12
O=C(OCc1ccccc1)N1CCC2CC1c1cc(N3CCN(C(=S)NCCc4ccccc4)CC3)ccc12 (stereo not drawn),-7
COc1ccccc1CCC(=O)Nc1ccc2c(c1)c(=O)n(C)n2C,41
O=C(NCc1ccc(Cl)nc1)c1csc(COCCO)n1,2
O=C1[C@@H](c2ccccc2)CC[C@@H]2C=CC[C@H]3CCN1[C@@H]32,-15
COCCN(Cc1ccccc1)C(=O)c1cccc(S(=O)(=O)N2CCN(Cc3ccccc3)CC2)c1,-33
CC(=O)Nc1cc(-c2ccccc2)cn2c(-c3ccc(F)cc3)cnc12,?
Cc1c(C(=O)NCc2cccs2)sc(=O)n1Cc1ccc(S(C)(=O)=O)cc1,-31
CCOC(=O)[C@]12CCC=C1N(CCC1=CCCCC1)C(=O)[C@H](CC(=O)N1CCOCC1)C2,6
CCOC(=O)[C@]12CCC=C1N(Cc1cccc3ccccc13)C(=O)[C@H](CC(=O)N1CCCCC1)C2,-10
CC(=O)c1ccc2ccccc2c1OC(=O)c1ccncc1,-22
COc1ccc(CC(=O)Nc2nc(OCCN3CCCC3=O)cnc2-c2cccc(C(F)(F)F)c2)cc1,19
COC(=O)[C@]12CCCCC=C1N(Cc1ccc3c(c1)OCO3)C(=O)[C@H](CC(=O)NCc1ccc(C)o1)C2,12
CSc1nc(SCc2ccccc2)[nH]c(=O)n1,11
C[C@@H]1CN([C@H](C)CO)C(=O)c2cc(Br)cnc2O[C@@H]1CN(C)C(=O)Nc1ccccc1,-2
CCOc1cc(OCC)cc(C(=O)N2CCC[C@H]2C(=O)N2CCC[C@H]2C(=O)NCc2cccc(OC)c2)c1,-15
CC1=C(C(=O)N(C)C)CC(CC(=O)NC(c2ccccc2)c2ccccc2)C(=O)N1Cc1ccc(C(C)(C)C)cc1 (stereo not drawn),31
CCOC(=O)C(CNc1ccc(OCc2ccccc2)cc1)NC(=O)c1ccccc1 (stereo not drawn),22
CC(C)C[C@H]1CN(CCCC[C@@H]2CNC(=O)C(=O)N2CCc2ccccc2)C(=O)C(=O)N1CCc1ccc(O)cc1,7
O=C(NCC(c1ccco1)N1CCN(c2ccccc2)CC1)C1CCCCC1 (stereo not drawn),-15
CC(C)COC(=O)N1CCCCC1c1cc(C(=O)Nc2ccc3c(c2)OCO3)no1 (stereo not drawn),-32
CC(C)[C@@H]1NC(=O)[C@@H]2CSCCS(=O)(=O)N2C1=O,6
CC(=O)Nc1cccc(-c2ccnc3c2CC(C(=O)NCc2cccnc2)O3)c1 (stereo not drawn),20
CC(C)CC(N)c1csc(Nc2cnccn2)n1 (stereo not drawn),80
C[C@@H]1CN([C@@H](C)CO)C(=O)CCCn2nncc2CO[C@@H]1CN(C)C(=O)Nc1cccc2ccccc12,33
CC1(C(=O)NCc2ccccc2)CN(S(C)(=O)=O)CC(=O)N1CC(F)(F)F (stereo not drawn),2
COCCCNC(=O)C[C@@H]1C[C@@]2(C(=O)OC)CC(C)(C)CC=C2N(Cc2ccc3c(c2)OCO3)C1=O,-62*
Cc1ccc(S(=O)(=O)N2CCCCC2)cc1NC(=O)COC(=O)c1cccc(O)c1,35
CCCOc1ccc(F)cc1-c1cc(C(=O)Nc2ccc(OC)cc2OC)[nH]n1,-30
O=C(Nc1ccc(F)cc1)C(c1cccc(F)c1)N1CCN(CC(=O)N2CCCC2)CC1 (stereo not drawn),-20
Cc1ccc(C(=O)OCC(=O)Nc2cccc(Br)c2)s1,?
c1cc(-c2cnc3cccnn23)c2cccnc2c1,-69*
O=C(COc1ccc(S(=O)(=O)N2CCOCC2)cc1)NCCc1ccc(Cl)cc1,40
CC(C(=O)N1CCCCC1)N(C)CC(=O)Nc1ccc(F)c(F)c1F (stereo not drawn),-4
O=C(C[C@H]1CC[C@@H]2[C@H](COC[C@@H](O)CN2Cc2cccc(F)c2)O1)NCC1CCCCC1,-9

High-throughput results from PubChem BioAssay.
